From PubChem
Jurkat NFkB inh = lowers PMA/ionomycin-induced NF-kB signal in Jurkat cells; PMA/ionomycin-induced NF-kB luciferase reporter, luminescence; inhibition, % at 4 µM; hit rate 0.53% among 330,000; AID 435003
697 NFkB inh = lowers PMA/ionomycin-induced NF-kB signal in 697 B cells; 697 B-cell NF-kB luciferase reporter, 16 h; inhibition, % at 4 µM; hit rate 0.33% among 330,000; AID 435022; in the data active means inhibition above about 35%
Apaf1 inhib = blocks human Apaf-1 apoptosome activity | hit rate 0.71% among 330,000 | O14727 | reconstituted apoptosome caspase-3 activity, DEVD-Rh110 fluorescence | AID 489030 | inhibition, % at 20 µM; active means inhibition of at least 40% at 20 µM;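 further: plate controls were DMSO wells for no effect and DEVD-CHO caspase inhibitor wells for full effect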
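Assay system: Apoptosome proteins | Medium: pH 7.5 Hepes buffer with CHAPS, BSA, DTT | Also added: Cytochrome c and DEVD-Rh110 substrate | Times: 30 min plus 50 min, RT | Detection: Rhodamine 110 fluorescence at Ex 480/Em 540 nm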
SENP8 inh = SENP8 protease inhibition. Q96LD8. inhibition, % at 10 µM. hit rate 1.2% among 330,000. purified SENP8, Z-RLRGG-aminoluciferin cleavage, luminescence
UBC13 polyUb = blocks human UBC13 polyubiquitin chain formation; P61088; TR-FRET; inhibition, % at 20 µM; hit rate 0.47% among 330,000; AID 485273; in the data active means inhibition above about 45%, passing the limit was not always enough
Target sequence (P61088 whole entry, looked up): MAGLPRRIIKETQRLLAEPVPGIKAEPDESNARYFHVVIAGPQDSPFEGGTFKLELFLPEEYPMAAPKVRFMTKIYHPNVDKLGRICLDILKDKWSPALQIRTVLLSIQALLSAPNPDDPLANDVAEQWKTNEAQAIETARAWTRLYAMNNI
Gli-Sufu antag = Gli-Sufu pathway antagonism; inhibition, % at 5 µM; hit rate 0.74% among 340,000; Sufu-KO-LIGHT fibroblasts, Gli luciferase reporter luminescence;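 active means inhibition above about 55%, limit read from the data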;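 further: 0% = DMSO-treated cells and 100% = wells with medium but no cells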
EBI2 block = EBI2 (human) antagonism; P32249; EBI2 beta-arrestin recruitment, luminescence, 7a,25-OHC stimulated; inhibition, % at 5 µM; hit rate 0.81% among 360,000; AID 651636; in the data active means inhibition above about 38%;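 further: enzyme fragment complementation signal reports receptor beta-arrestin coupling in cells; 0% = agonist plus DMSO wells and 100% = wells without agonist; some results beyond the cut were filed as inactive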
CCR6 antagonist = antagonists of human CCR6 receptor | P51684 | CHO-K1 CCR6 PathHunter beta-arrestin, luminescence, CCL20-stimulated | inhibition, % at 20 µM | hit rate 0.49% among 340,000 | AID 493098;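 active means compounds whose inhibition of the agonist-driven luminescence signal at 20 µM reaches about 50%, limit read from the data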;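 further: cells stimulated with CCL20 at 14 nM final; plate controls were DMSO with CCL20 for no effect and DMSO without agonist for full effect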
Target sequence (P51684 whole entry, looked up): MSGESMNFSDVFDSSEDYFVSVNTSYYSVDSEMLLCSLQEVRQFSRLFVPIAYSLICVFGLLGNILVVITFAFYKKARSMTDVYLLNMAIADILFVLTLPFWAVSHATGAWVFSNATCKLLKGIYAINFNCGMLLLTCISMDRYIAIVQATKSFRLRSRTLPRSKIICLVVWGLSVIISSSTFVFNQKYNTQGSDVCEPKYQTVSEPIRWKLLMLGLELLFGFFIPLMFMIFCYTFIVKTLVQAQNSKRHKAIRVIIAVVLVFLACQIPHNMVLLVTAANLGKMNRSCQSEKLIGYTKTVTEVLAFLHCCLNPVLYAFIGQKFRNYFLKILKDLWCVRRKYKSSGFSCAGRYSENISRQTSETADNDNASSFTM
Active calls of the source: *. Unless noted, no stated cut-off is given here; in the data, active means inhibition above about 50%; inactive means the rest.

Second line of a record: Apaf1 inhib, EBI2 block, Gli-Sufu antag, 697 NFkB inh, CCR6 antagonist, SENP8 inh, UBC13 polyUb, Jurkat NFkB inh
[1] CCN(CCCNC(=O)CNC(=O)Cn1cnc2ccccc2c1=O)c1ccccc1
 : -7, 0, -13, -9, 8, -2, 0, 8
[2] COc1ccc(N(CC(=O)NCc2ccc3c(c2)OCO3)C(=O)CCC(=O)Nc2ccccn2)cc1
 : -1, -4, -6, -18, -4, 8, -8, -10
[3] C=C(C)CNC(=S)N/N=C(\C)c1ccc(OC)cc1
 : 20, -8, -8, -21, 6, -7, -11, -12
[4] CC1CCCN(c2c([N+](=O)[O-])c(=O)oc3ccccc23)C1 (centres undefined)
 : -7, -7, -2, 11, 2, -1, -3, -8
[5] CCCN1CCN(C(=O)c2ccc(CS(=O)c3ccc(F)cc3)o2)CC1 (centres undefined)
 : -11, 14, 17, -15, 4, 6, 0, 10
[6] COC(=O)Nc1cc(C)nc2ccccc12
 : -10, 18, -4, -2, 14, -2, 8, -6
[7] O=C(COC(=O)c1cc(S(=O)(=O)N2CCOCC2)cs1)c1ccccc1
 : 7, 9, -1, 5, 1, -12, -7, 4
[8] COc1ccccc1CNS(=O)(=O)c1c(C)[nH]c(C)c1C(=O)N1CCCC1
 : 0, -11, 21, -6, 4, -2, -4, 4
[9] Cc1cc(C)n(-c2ccc(C(=O)OCC(=O)Nc3ccccc3F)cc2)n1
 : -3, -3, 9, 2, 4, -3, 6, 1
[10] Cc1sc2ncn(CC(=O)NCCCC(=O)N3CCC(C)CC3)c(=O)c2c1C
 : -5, -5, 15, 8, -4, -1, 4, -3
[11] CCc1ccccc1NC(=O)CCc1nc(-c2cccs2)no1
 : -10, 5, -17, 13, 23, 6, 4, -2
[12] CCCCN(C(=S)Nc1ccc(F)cc1)c1c(N)n(CCC)c(=O)[nH]c1=O
 : 1, -1, -2, 8, -13, -5, -6, -6
[13] Cc1ccc(-c2cc(C(=O)NCCCN3CCOCC3)no2)cc1
 : -9, 5, 38, 87*, -1, -2, 5, 2
[14] CCOCCCNc1ncc2c(n1)CC(c1ccc(C)cc1)CC2=O (centres undefined)
 : 5, 5, 8, 23, -19, -2, -1, -2
[15] CCOC(=O)C1(CCOc2ccccc2)CCN(CC=C(C)C)CC1
 : -3, -1, 33, -26, 8, -5, -6, 8
[16] CCCCn1c(N)c(N(CC(C)C)C(=O)c2cnccn2)c(=O)[nH]c1=O
 : -4, 2, -25, 16, 9, -14, 2, 10
[17] O=c1ccn(-c2ccccc2)[nH]1
 : 6, 1, -4, -1, -14, -5, -12, 3
[18] O=C(Cc1ccccc1)NCC(=O)N1CCc2ccccc2C1
 : 7, 0, 2, 4, -1, -10, 4, -19
[19] Cc1cc(NC(=O)C(C)SCC(=O)O)no1 (centres undefined)
 : -6, -2, 1, 15, 0, -1, -13, -2
[20] COc1ccc(-c2nc3c4ccccc4ccn3c2CN2CCCCC2)cc1OC
 : -2, 13, 8, 1, 15, -6, -5, -9
[21] CCC(=O)N1N=C2CC(C)(C)OCC2C1c1ccccc1 (centres undefined)
 : -13, 5, -4, 16, -9, 0, 9, 3
[22] COc1ccc(NC(=O)CN2C(=O)c3ccccc3S2(=O)=O)cc1S(=O)(=O)N1CCOCC1
 : -2, 3, 2, 19, 14, -7, -3, 11
[23] COc1ccc(Nc2nc(-c3ccccc3O)nc3ccccc23)cc1
 : 10, -15, 9, 11, -4, -6, 0, 8
[24] COc1ccc(NC(=O)c2sc(=S)[nH]c2N)cc1
 : 10, 9, -8, -51, 10, -5, -10, -21
[25] O=C(NC1CCCC1)C(c1ccncc1)N(C(=O)Cc1cccs1)c1cccc(F)c1 (centres undefined)
 : 4, -1, 9, 6, 5, 2, 4, 11
[26] CCOC(=O)c1c(NC(=O)C2COc3ccccc3O2)sc2c1CC(C)(C)NC2(C)C (centres undefined)
 : -1, -4, 18, -1, 18, 0, 18, -22
[27] Cc1oc(-c2ccccc2Cl)nc1CN1CCCC1c1ccc(F)cc1 (centres undefined)
 : 0, 19, -19, 16, 5, 4, 9, 6
[28] CCCCCc1ccc(-c2cn(CCCOCc3ccccc3)nn2)cc1
 : 29, 20, 14, 19, 25, -8, 5, -1
[29] COc1ccc(-c2oc3ccc(-c4ccc(OC)nc4)cc3c2C#CC2(O)CCCCC2)cc1
 : 10, 6, -6, -11, -3, -8, 4, -8
[30] Fc1ccc(N/N=C/c2ccncc2)c(F)c1
 : 8, 1, -23, -2, 12, 44, -11, -33
[31] Cc1ccc([N+](=O)[O-])cc1N=C1C(=O)Nc2ccccc21
 : 5, 15, 10, 8, 47, -8, -8, -21
[32] CC(C)(C)c1ccc(OCC(=O)N/N=C/c2ccc(N3CCOCC3)cc2)cc1
 : 30, 2, -10, -14, 17, -10, -9, -20

Fetched one by one from above:
Second line of a record: Apaf1 inhib, EBI2 block, Gli-Sufu antag, 697 NFkB inh, CCR6 antagonist, SENP8 inh, UBC13 polyUb, Jurkat NFkB inh
[5] CCCN1CCN(C(=O)c2ccc(CS(=O)c3ccc(F)cc3)o2)CC1 (centres undefined)
 : -11, 14, 17, -15, 4, 6, 0, 10
[20] COc1ccc(-c2nc3c4ccccc4ccn3c2CN2CCCCC2)cc1OC
 : -2, 13, 8, 1, 15, -6, -5, -9

Full records as entered above. Order of values: Apaf1 inhib | EBI2 block | Gli-Sufu antag | 697 NFkB inh | CCR6 antagonist | SENP8 inh | UBC13 polyUb | Jurkat NFkB inh
`CCCCCc1ccc(-c2cn(CCCOCc3ccccc3)nn2)cc1` in the list: 29 | 20 | 14 | 19 | 25 | -8 | 5 | -1
`Cc1ccc([N+](=O)[O-])cc1N=C1C(=O)Nc2ccccc21` in the list: 5 | 15 | 10 | 8 | 47 | -8 | -8 | -21
`CCOC(=O)c1c(NC(=O)C2COc3ccccc3O2)sc2c1CC(C)(C)NC2(C)C` (centres undefined) in the list: -1 | -4 | 18 | -1 | 18 | 0 | 18 | -22

Ordered by value in UBC13 polyUb (falling): 3 from the list above.
entry	Molecule	UBC13 polyUb
26	CCOC(=O)c1c(NC(=O)C2COc3ccccc3O2)sc2c1CC(C)(C)NC2(C)C (centres undefined)	18
27	Cc1oc(-c2ccccc2Cl)nc1CN1CCCC1c1ccc(F)cc1 (centres undefined)	9
30	Fc1ccc(N/N=C/c2ccncc2)c(F)c1	-11

The list is partial; count on the stated rates, not on these rows.
